ELG1 repair inh = blocks ELG1-dependent DNA repair in HEK293T cells. HEK293T ELG1-luciferase reporter, luminescence, 16 h; DNA damage induced by 5-fluorouridine. Potency, µM (highest dose often 46.1 µM), inactives show at the highest dose activity change, negative = inhibition, usual class: inhibitors. 330,000 compounds, 2.3% hits. AID 504467; note: potency is the fitted concentration of half-maximal effect; % is set by controls: 0 for no effect and ±100 for the full control effect; nearly all actives have a fitted effect of over 55% in size
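Reporter activity after DNA damage by 5-fluorouridine is monitored. Compound-treated cells incubate 16 hr at 37 °C, then ONE-Glo is added for 30 min before luminescence reading.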
AT treatment = potential ataxia-telangiectasia treatment. AID 485349. 320,000 compounds, 0.19% hits. Potency, µM (series often up to 57.5 µM), for the others: at the top dose activation, usual class: activators. […] A-T fibroblasts, KAP-1 phosphorylation AlphaLISA; neocarzinostatin DNA damage 30 min before lysis; note: potency is the fitted concentration of half-maximal effect; % of control where 0% means no effect; nearly all actives have a fitted effect of over 45% in size
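hTERT-immortalized A-T patient fibroblasts ([…]), 500 cells/well in OPTI-MEM, 1% FBS, got compounds for 60 min, then NCS for 30 min at 37C. Lysates were then assayed for phospho-KAP-1 by AlphaLISA (anti-pKAP1 donor, anti-KAP1 acceptor beads), 6 hr at 25C.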
hERG WT inh = inhibitors of human wildtype KCNH2 potassium channel; Q12809; U2OS, BacMam KCNH2, thallium flux FluxOr; hits give low values; activity change, % at 1.84 µM; 340,000 compounds, 0.37% hits; AID 720551;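 active = maximum activity change below -70%; inconclusive = maximum activity change between -70% and -50%; inactive = maximum activity change above -50%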; note: % is set by controls: 0 for no effect and ±100 for the full control effect
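U2OS cells transduced with wild-type KCNH2 virus are loaded with FluxOr dye for 45 min, and thallium flux is measured in kinetic reads before and after stimulation buffer. Rate constants are normalized to DMSO controls.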
TRPV1 ag = activates the human vanilloid receptor TRPV1; activation, % at 8.33 µM; TRPV1-expressing cells, Fluo-8 calcium influx, agonist mode; Q8NER1; 320,000 compounds, 0.19% hits; AID 540275; in the data active = activation above about 80%; inconclusive = between about 30% and that limit; note: 0% is about no effect
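Fluo-8 calcium influx in TRPV1-expressing cells, kinetic read (ex 480/em 520 nm). Compound added and read 3 min for agonist activity, followed by capsaicin at EC20 final and 2 min further read for enhancement.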
Eya2 inh = inhibitors of human Eya2 phosphatase activity | recombinant Eya2, OMFP fluorescence dephosphorylation (OMFP is methylfluorescein phosphate) | Potency, µM (top dose mostly 76.9 µM), for the others: at the top dose activity, negative = inhibition, usual class: inhibitors | 330,000 compounds, 0.006% hits; note: potency is the fitted concentration of half-maximal effect; % is set by controls: 0 for no effect and ±100 for the full control effect
Target sequence (O00167 whole entry, looked up): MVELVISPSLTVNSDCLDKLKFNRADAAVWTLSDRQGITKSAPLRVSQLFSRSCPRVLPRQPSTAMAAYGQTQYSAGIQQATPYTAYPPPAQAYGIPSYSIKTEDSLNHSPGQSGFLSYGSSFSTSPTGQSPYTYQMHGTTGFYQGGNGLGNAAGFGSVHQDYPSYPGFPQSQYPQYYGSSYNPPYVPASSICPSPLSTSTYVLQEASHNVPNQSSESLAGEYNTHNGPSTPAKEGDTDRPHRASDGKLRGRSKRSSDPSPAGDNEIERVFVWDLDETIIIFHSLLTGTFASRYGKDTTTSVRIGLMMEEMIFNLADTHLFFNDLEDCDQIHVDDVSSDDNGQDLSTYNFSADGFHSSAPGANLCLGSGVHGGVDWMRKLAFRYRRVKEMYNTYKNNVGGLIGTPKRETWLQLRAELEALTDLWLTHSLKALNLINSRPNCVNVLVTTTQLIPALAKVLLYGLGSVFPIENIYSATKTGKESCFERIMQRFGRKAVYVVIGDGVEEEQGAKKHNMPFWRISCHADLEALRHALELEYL
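Eya2 (0.2 uM) preincubated 10 min at ambient with compound, then OMFP substrate added at 50 uM; 10 min reaction in 50 mM HEPES pH 7.5, 50 mM NaCl, 5 uM MgCl2, 0.05% BSA, 1 mM DTT. Fluorescence read at Ex 485/Em 525 nm.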
Mito fusion yeast = mitochondrial division inhibition or fusion activation. 320,000 compounds, 0.23% hits. S. cerevisiae fusion-defective mutant growth rescue, CellTiterGlo 48 h. Potency, µM (titrated, usually from 46.1 µM), inactives show top-dose growth rescue (activation), most hits filed as activators;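 note: potency is the fitted concentration of half-maximal effect; % of control where 0% means no effect; nearly all actives have a fitted effect of over 45% in size; temperature-sensitive fusion mutants such as fzo1-1 at 37 °C on non-fermentable ethanol glycerol medium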
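S. cerevisiae fusion-defective temperature-sensitive mutants (e.g. fzo1-1, mgm1-5) grown 48 h at 37C in YPEG (ethanol/glycerol non-fermentable) medium with 23 nl compound per well; growth rescue read as CellTiterGlo luminescence.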
TCR activator = activators of T cell receptors. 330,000 tested, under 10 active. AID 504894. Potency, µM (doses to about 9.22 µM), for the others: at the top dose activation of IL-2 secretion, most hits filed as activators. primary human leukocytes, anti-CD3, IL-2 HTRF, 48 h; note: % of control where 0% means no effect
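Readout: HTRF IL-2, Eu-cryptate/d2 antibody pair, 320nm excitation, 665nm emission. Stimulus: a-CD3 beads, no co-stimulation. Cells: primary human leukocytes. Exposure: 48 hr with compound.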
USP2a block = USP2a (human) protease inhibition | USP2 core, Ub-CHOP2 coupled fluorogenic reporter, 485/531 | Potency, µM (highest dose often 38.3 µM), inactives show at the top dose activity change, negative = inhibition, usual class: inhibitors | 330,000 compounds, 0.01% hits | AID 463254;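 note: potency is the fitted concentration of half-maximal effect; plate controls were DMSO wells for no effect and full inhibition by NEM control for full effect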
Target sequence (O75604 whole entry, looked up): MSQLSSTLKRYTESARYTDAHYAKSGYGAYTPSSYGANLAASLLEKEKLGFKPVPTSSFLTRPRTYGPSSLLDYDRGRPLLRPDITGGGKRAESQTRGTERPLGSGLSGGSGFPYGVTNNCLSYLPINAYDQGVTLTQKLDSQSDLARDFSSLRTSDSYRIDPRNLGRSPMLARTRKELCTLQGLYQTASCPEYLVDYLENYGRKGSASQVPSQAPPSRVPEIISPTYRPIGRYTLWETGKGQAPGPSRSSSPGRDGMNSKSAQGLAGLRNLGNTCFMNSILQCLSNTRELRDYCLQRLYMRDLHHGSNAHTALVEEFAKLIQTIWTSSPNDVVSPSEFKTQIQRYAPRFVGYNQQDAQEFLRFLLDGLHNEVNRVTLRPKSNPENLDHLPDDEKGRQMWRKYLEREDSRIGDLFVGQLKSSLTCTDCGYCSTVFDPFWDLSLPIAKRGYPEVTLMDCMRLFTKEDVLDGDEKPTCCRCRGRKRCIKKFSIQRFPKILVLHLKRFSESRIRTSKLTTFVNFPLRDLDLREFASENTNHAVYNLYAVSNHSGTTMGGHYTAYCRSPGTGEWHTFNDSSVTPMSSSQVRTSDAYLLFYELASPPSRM
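USP2 core (10nM final) preincubated 30min RT with compound in 20mM Tris-HCl pH 8.0, 2mM CaCl2, 2mM beta-mercaptoethanol, 0.05% CHAPS; 25nM Ub-CHOP2 plus 25nM reporter substrate added, fluorescence (Ex485/Em531) read after 60min.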
KCNH2 3.1 inh = inhibitors of human KCNH2 3.1 potassium channel isoform. U2OS KCNH2 3.1, thallium flux FluxOr; hits give low values. activity change, % (tested at about 1.8 µM). 340,000 compounds, 0.95% hits. AID 720553;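 active = maximum activity change below -70%; inconclusive = maximum activity change from -70% to -50%; inactive = maximum activity change above -50%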;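 note: thallium influx rate constant from kinetic fluorescence after stimulation buffer; % is set by controls: 0 for no effect and ±100 for the full control effect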
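Kinetic fluorescence (2 min after stimulation buffer) measures Tl+ influx through KCNH2 3.1 expressed by viral transduction in U2OS cells; the rate constant is normalized against DMSO controls serving as positive and negative references.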
TSHR antagonist = blocks TSH signaling through the human TSH receptor; P16473; TSHR-expressing cells, TSH-stimulated cAMP HTRF, 2 h; hits give low values; activity change, negative = inhibition, % at 11.5 µM; 330,000 compounds, 0.2% hits; AID 504810;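 active = activity change below a set negative limit, meaning inhibition stronger than a set level, cut at about -70% in these data; inconclusive = activity change between two set negative limits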; note: % is set by controls: 0 for no effect and ±100 for the full control effect
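Antagonism was scored as loss of TSH-driven cAMP in TSHR cells, stimulated with 4nM TSH (EC80) for 2 hours at 37 deg C and detected by homogeneous HTRF competition immunoassay.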
Active calls of the source: *; ? = inconclusive; / = not tested or not shown; [ ] = remark or other dose. Unless noted, calls come from the whole dose curve; as a rule, active = well fitted curve in the direction sought with a large enough effect; inconclusive = small, poorly fitted or top-dose-only effect, or another doubt; inactive = no such curve, though single readings can be large; an effect the other way counts as inactive or inconclusive. Not all compounds are listed; the hit share may differ from the screen's.

SMILES	ELG1 repair inh	AT treatment	hERG WT inh	TRPV1 ag	Eya2 inh	Mito fusion yeast	TCR activator	USP2a block	KCNH2 3.1 inh	TSHR antagonist
COc1ccc(/C(N)=N/OC(=O)Cc2cccs2)cc1	?	17%	-1	15	5%	2%	3%[46.1 µM]	3%	-6	-8
O=C(NC(=S)Nc1ccccc1)C1CCCCC1	2%	-1%	11	-3	19%	-5%	3%	2%	3	6
O=C(OCn1ncc(Cl)c(Cl)c1=O)c1ccc(F)cc1	?	-4%	/	12	0%	-22%	/	0%	/	?
CCOC(=O)CCn1cc(F)c(=O)n(Cc2ccccc2)c1=O	8%	-6%	-6	3	-3%	-2%	3%	-1%	-13	15
CC(OC(=O)c1ccc([N+](=O)[O-])s1)C(=O)NC1CCCCC1C (stereo not drawn)	7%	0%	13	2	-2%	5%	/	0%	-16	17
CCc1ccc(NC(=O)C(=O)N/N=C(\C)CC(=O)Nc2ccccn2)cc1	?	/	-2	2	-1%	-7%	5%[46.1 µM]	1%	-1	-9
COc1cccc(CN2CCNC(=O)C2CC(=O)N2CCOc3ccccc3C2)c1OC (stereo not drawn)	3%	-1%	-2	-5	-2%	6%	0%	1%	-6	2
CCC(=O)Nc1ccc(S(=O)(=O)N2CCN(c3ccc(F)cc3)CC2)cc1	-18%	-3%	15	14	12%	-1%	0%	-1%	-7	6
Cc1ccc(Nc2n[nH]c(C)c2[N+](=O)[O-])c(C)c1	?	0%	32	-1	-4%	10µM*	0%[46.1 µM]	-1%	-5	-5
O=C(O)c1ccc(N/N=C/c2ccnc3ccccc23)cc1	?	8%	1	-5	-10%	2%	5%	-19%	-2	-12
O=C(N/N=C\c1ccc2c(c1)OCO2)c1ccco1	?	4%	0	12	2%	-2%	-8%[46.1 µM]	4%	-10	-3
COc1ccc(S(=O)(=O)N(Cc2ccc(OC)c(OC)c2)Cc2ccco2)cc1	-26%	9%	-5	17	-9%	2%	1%	3%	-3	3
CN1C(=O)Cc2cc(S(=O)(=O)N3CCN(c4cccc(Cl)c4)CC3)ccc21	27%	3%	7	3	5%	1%	9%	-7%	-2	9
Cc1nn(Cc2cccc(C(=O)N3N=C(C(F)F)CC3(O)C(F)F)c2)c(C)c1[N+](=O)[O-] (stereo not drawn)	?	2%	-30	-2	-13%	-1%	2%	4%	6	-7
C=CCOc1cccc(C2C(C(=O)c3ccc(C)o3)=C(O)C(=O)N2Cc2ccncc2)c1 (stereo not drawn)	19%	2%	2	0	-13%	2%	-11%	4%	21	22
O=C(NCCNc1ccccc1[N+](=O)[O-])c1ccccc1F	?	1%	-1	16	4%	0%	-5%	-7%	3	5
COc1ccc(NC(=O)CSc2ccccc2)c([N+](=O)[O-])c1	?	11%	-2	0	7%	9%	-6%	-2%	9	16
CCCCCOc1ccc(NC(=O)C(=O)NCCC2=CCCCC2)cc1	16%	2%	-4	-6	1%	-2%	1%	3%	-17	9
CC(=O)c1cc2c(cc1NC(=O)CCNC(=O)c1ccccc1Cl)OCO2	?	-2%	2	-7	-36%	1%	-2%	3%	4	-7
Cc1cccc(C(=O)N2CCN(CCNC(=O)C(=O)Nc3ccc(F)cc3)CC2)c1	-3%	1%	13	0	2%	0%	-5%	-1%	6	6

Given with bars between the fields: 2 of the compounds above.
SMILES | ELG1 repair inh | AT treatment | hERG WT inh | TRPV1 ag | Eya2 inh | Mito fusion yeast | TCR activator | USP2a block | KCNH2 3.1 inh | TSHR antagonist
O=C(O)c1ccc(N/N=C/c2ccnc3ccccc23)cc1 | ? | 8% | 1 | -5 | -10% | 2% | 5% | -19% | -2 | -12
COc1ccc(NC(=O)CSc2ccccc2)c([N+](=O)[O-])c1 | ? | 11% | -2 | 0 | 7% | 9% | -6% | -2% | 9 | 16

The list goes on:
SMILES	ELG1 repair inh	AT treatment	hERG WT inh	TRPV1 ag	Eya2 inh	Mito fusion yeast	TCR activator	USP2a block	KCNH2 3.1 inh	TSHR antagonist
O=C(CN(Cc1ccccc1)S(=O)(=O)c1ccc(S(=O)(=O)N2CCOCC2)cc1)Nc1ccccc1	16%	-2%	-4	?	-3%	-3%	-1%[46.1 µM]	-1%	-2	-5
CN(C(=O)c1sc2nc(N3CCCC3)c3c(c2c1N)CC(C)(C)OC3)c1ccccc1	?	-4%	16	2	1%	?	-1%	-10%	19	-10
O=C(c1cccc(Cl)c1)C1CCCN(Cc2ccc(N3CCNC3=O)cc2)C1 (stereo not drawn)	?	5%	9	7	-4%	0%	7%	0%	22	2
CCN(CC)S(=O)(=O)c1cccc(C(=O)N[C@H](C(=O)NNC(=O)c2ccccc2)C(C)C)c1	?	6%	3	1	-7%	6%	-4%	1%	-21	-1
O=C1c2c(O)cc(O)cc2O[C@@]12c1c(cc(O)c3c1O[C@H](c1ccc(O)cc1)[C@@H](O)C3)O[C@@H]2c1ccc(O)cc1	9%	4%	-15	0	0%	-2%	-5%	0%	12	-4
CCN(CC)S(=O)(=O)c1cccc(C(=O)NC(C(=O)Nc2nnc(C3CC3)s2)C(C)C)c1 (stereo not drawn)	?	-13%	-3	-1	-4%	6%	1%	-12%	-2	-26
Cc1c(CC(=O)Nc2ccc(Cl)cc2)sc2ccc(Cl)cc12	21%	-7%	-11	23	-1%	7%	-5%	-1%	-25	-17
COc1cc(C2c3c(-c4cc(Cl)c(C)cc4O)n[nH]c3C(=O)N2Cc2cccnc2)ccc1O (stereo not drawn)	?	2%	-21	-1	-1%	0%	-1%	1%	-8	-10
CC(=O)c1ccc(OC(=O)Cc2cccc3ccccc23)cc1	1%	16%	-6	2	-1%	2%	-7%	-1%	5	9
CCOC(=O)CC(=O)Nc1ccc(Br)cc1C(=O)O	-7%	2%	0	2	8%	-7%	-3%	3%	2	2
O=C(C1=COCCO1)N1CCN(S(=O)(=O)c2cccc(Br)c2)CC1	-7%	-1%	-12	3	23%	-2%	-8%	1%	9	0
Clc1ccccc1CN1CCN(/N=C/C=C\c2ccco2)CC1	?	-4%	-1	1	1%	-4%	1%	6%	-8	17
CC(=O)CCc1c(C)c2cc(C)ccc2[nH]c1=O	0%	3%	-4	-1	12%	1%	-3%	-3%	0	-5
C/C=C/c1ccc(OCC(=O)Nc2cc(C(F)(F)F)ccc2N2CCOCC2)c(OC)c1	16%	3%	17	0	5%	0%	-5%	1%	-2	-2
Cc1[nH]n(-c2ccccc2)c(=O)c1/C=N/N(C)c1ccccc1	7%	-10%	2	5	-2%	10%	-10%[46.1 µM]	1%	-7	-2
COc1ccc(OCc2cccc(C(=O)Nc3cc(C)on3)c2)cc1	?	-3%	-9	-1	5%	2%	-3%[46.1 µM]	3%	-7	-7
CN(c1ccc(C(=O)NCCSC(C)(C)C)cc1)S(=O)(=O)c1ccccc1	?	-2%[11.5 µM]	2	4	-10%	-13%	2%	2%	-3	-12
CC(=O)Nc1ccc(S(C)(=O)=O)c(C)c1	10%	2%	0	0	6%	1%	1%[46.1 µM]	3%	12	1
O=C1[C@H]2[C@@H](C3CC3)N3C(=O)CN(Cc4ccccn4)C(=O)[C@@]3(Cc3ccccc3)[C@H]2C(=O)N1c1ccccc1	5%	-2%	5	-5	7%	1%	4%	3%	7	7
O=S(=O)(Nc1ccccc1N1CCOCC1)c1ccccc1C(F)(F)F	-9%	4%	-3	/	-18%	/	-2%	-2%	3	/
C/C(=N\Nc1cc(C)nc(-c2ccccc2O)n1)c1ccccc1	?	8%	-10	-1	3%	20%	-16%	-1%	-7	-48
CC(C)OC(=O)CNc1n[nH]c(=S)[nH]c1=O	-16%	1%	-3	-3	12%	11%	8%	1%	-27	-2
COc1ccc(NC(=O)c2cc3c(-c4ccc(OC)c(OC)c4)nn(C)c3s2)cc1OC	1.6µM*	-4%	-3	-7	-15%	-2%	/	-13%	1	6
COc1cc(C(=O)ON=C2C(C)=CC(=O)C=C2C)cc(OC)c1OC	?	0%	10	0	5%	-3%	-53%	-1%	-4	0
CCc1ccc(NC(=S)Nc2cc(OC)c(NC(=O)C(C)C)cc2OC)cc1	-1%	9%[11.5 µM]	-21	0	-6%	7%	3%	0%	3	2
CCOP(=O)(OCC)C(NC(=O)c1cccs1)c1ccccc1 (stereo not drawn)	3%	-6%	-4	8	12%	5%	1%	0%	-1	7
NC1(C#Cc2ccc3oc(=O)c(-n4cc(C5(O)CCCCC5)nn4)cc3c2)CCCCC1	23%	-9%	-5	/	-1%	/	3%	-1%	-28	-5
COc1ccccc1-n1c(SCC(=O)NC(C)(C)C)nc(O)c(Cc2ccccc2)c1=O	-3%	-3%	17	2	-9%	1%	-3%	-4%	-10	5
O=C(NCc1ccccc1F)C1CCN(C(=O)c2sccc2-n2cccc2)CC1	-2%	1%	-6	3	-2%	26%	-6%	2%	12	-4
CC1CCN(C(=O)COC(=O)CCC(=O)c2cccs2)CC1	15%	-3%	-2	4	-15%	-5%	-5%	1%	-3	4
Cc1ccc(NC(=O)C2CCCN2S(=O)(=O)c2ccc3c(c2)CCC(=O)N3)cc1Cl (stereo not drawn)	?	4%	-10	/	7%	-1%	6%	1%	5	6
